UBC13 polyUb = human UBC13 polyubiquitination inhibition; P61088; UBC13 polyubiquitin chain formation, TR-FRET; inhibition, % at 20 µM; 330,000 tested, 0.47% active; in the data active = inhibition above about 45%, passing the limit was not always enough
Target sequence (P61088 whole entry, looked up): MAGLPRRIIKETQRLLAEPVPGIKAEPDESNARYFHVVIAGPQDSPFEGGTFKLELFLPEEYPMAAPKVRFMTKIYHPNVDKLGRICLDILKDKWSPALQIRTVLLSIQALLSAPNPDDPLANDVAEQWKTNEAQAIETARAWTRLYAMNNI
SENP8 block-1 = inhibitors of human SENP8 protease; inhibition, % at 20 µM; 360,000 tested, 0.64% active; recombinant SENP8, Nedd8 substrate fluorescence; Q96LD8; AID 602440; in the data active = inhibition mostly above about 40%, no sharp cut-off; inactive = mostly below about 27%
SENP8 block-2 = blocks the human protease SENP8; AID 2540; inhibition, % at 10 µM; purified SENP8, Z-RLRGG-aminoluciferin cleavage, luminescence; Q96LD8; 330,000 tested, 1.2% active; in the data active = inhibition above about 50%
beta cell repl = inducers of beta-cell replication in MIN6 cells. proliferation, % at 10 µM. 330,000 tested, 0.29% active. MIN6 cells proliferation, ATPlite luminescence, 48 h; cells starved in 0.2% serum; 100% = growth in 10% serum. AID 2380;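 active = compounds whose signal lies at least 3.5 SD above the mean of all wells on their plate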;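 also: 0% = DMSO-treated cells in low-serum medium and 100% = 10% serum control; some compounds called inactive have numbers as strong as hits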
PfGluPho inh = PfG6PD (Plasmodium falciparum) enzyme inhibition; PfGluPho enzyme, NADPH resazurin-diaphorase fluorescence; inhibition, % at 20 µM; 350,000 tested, 0.78% active; AID 504690;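 active = inhibition reaching at least a set limit at 20 µM in the primary screen, cut at about 59% in these data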;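 also: 0% = DMSO wells with substrate and 100% = DMSO wells lacking glucose-6-phosphate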
SENP6 inh = blocks the human protease SENP6. Q9GZR1. Recombinant SENP6 catalytic domain, aminoluciferin luminescence. inhibition, % at 10 µM. 330,000 tested, 1.8% active. AID 2599;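 active = inhibition above about 50% at the single tested dose, limit read from the data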;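 also: plate controls were DMSO wells with enzyme for no effect and DMSO wells lacking enzyme for full effect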
SENP1 inh = SENP1 (human) catalytic domain inhibition | Q9P0U3 | recombinant SENP1 catalytic domain, CyPet-SUMO1-YPet FRET cleavage | inhibition, % at 10 µM | 360,000 tested, 0.21% active | AID 624204;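 active = inhibition at least 30% at 10 µM, raw YFP signal under a set limit, fluorescence ratio 0.5 to 1.5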;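 also: 0% = enzyme with DMSO and 100% = no enzyme wells; some results filed as inactive read as strong as hits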
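material = recombinant human SENP1 catalytic domain, His6-tagged | quantity = 20 pM enzyme | reagent = 25 nM SUMO1 FRET substrate | compound dosing = 10 µM single point, 0.5% DMSO | timing = 50 min enzyme reaction, room temperature, light-protected | detection = FRET, CFP and YFP emission | control set = no-enzyme low, enzyme-DMSO high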
SENP7 inh = SENP7 protease inhibition. recombinant SENP7, Z-RLRGG-aminoluciferin luminescence, 40 min. 330,000 tested, 1.5% active. AID 434973. inhibition, % at 5 µM;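 active = inhibition above about 50% at the single test dose, limit read from the data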;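 also: plate controls were DMSO with enzyme for no effect and no enzyme buffer wells for full effect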
HKDC1 inh = inhibitors of human hexokinase HKDC1 | Q2TB90 | recombinant HKDC1, G6PDH/diaphorase resazurin coupled fluorescence | inhibition, % at 20 µM | 340,000 tested, 0.16% active | AID 493160;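 active = inhibition above about 35% when tested at 20 µM, limit read from the data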;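 also: plate controls were DMSO wells with enzyme for no effect and DMSO wells lacking enzyme for full effect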
Target sequence (Q2TB90 whole entry, looked up): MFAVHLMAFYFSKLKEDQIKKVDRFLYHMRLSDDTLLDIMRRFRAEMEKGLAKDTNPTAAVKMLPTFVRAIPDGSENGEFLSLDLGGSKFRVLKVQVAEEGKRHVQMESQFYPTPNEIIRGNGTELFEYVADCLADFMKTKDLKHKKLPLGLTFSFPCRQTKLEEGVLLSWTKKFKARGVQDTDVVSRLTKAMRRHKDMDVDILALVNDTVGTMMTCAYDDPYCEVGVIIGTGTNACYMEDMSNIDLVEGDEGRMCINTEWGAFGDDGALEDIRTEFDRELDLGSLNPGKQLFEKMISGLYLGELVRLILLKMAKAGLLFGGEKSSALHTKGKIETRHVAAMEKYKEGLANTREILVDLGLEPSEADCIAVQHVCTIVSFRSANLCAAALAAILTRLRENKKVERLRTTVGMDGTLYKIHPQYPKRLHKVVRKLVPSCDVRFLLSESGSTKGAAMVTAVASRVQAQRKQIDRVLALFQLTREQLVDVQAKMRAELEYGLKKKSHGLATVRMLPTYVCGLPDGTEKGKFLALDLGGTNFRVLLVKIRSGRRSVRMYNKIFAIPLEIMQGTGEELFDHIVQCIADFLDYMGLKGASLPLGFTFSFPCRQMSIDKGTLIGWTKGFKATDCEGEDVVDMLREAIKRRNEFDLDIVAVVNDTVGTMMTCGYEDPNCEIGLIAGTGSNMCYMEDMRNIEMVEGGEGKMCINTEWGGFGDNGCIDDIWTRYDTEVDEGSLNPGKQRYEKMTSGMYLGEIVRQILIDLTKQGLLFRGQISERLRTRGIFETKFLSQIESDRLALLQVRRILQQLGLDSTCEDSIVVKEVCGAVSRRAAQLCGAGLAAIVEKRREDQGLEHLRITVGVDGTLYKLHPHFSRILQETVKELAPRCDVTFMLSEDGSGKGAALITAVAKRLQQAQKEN
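Assay system: in-house recombinant HK5 (HKDC1) enzyme. Input: HKDC1 at 5 µg/mL. Medium: Tris pH 8.0 buffer with MgCl2, Tween-20, BSA, BME. Dosing: single 20 µM dose. Schedule: 90 min reaction incubation at room temperature, dark. Signal: resazurin-to-resorufin fluorescence via G6PDH and diaphorase coupling, 525/613 nm. Controls: DMSO-enzyme wells negative, buffer-substituted wells positive.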
Active calls of the source: *; · = not tested or not shown.

Sequence of screens – UBC13 polyUb, SENP8 block-1, SENP8 block-2, beta cell repl, PfGluPho inh, SENP6 inh, SENP1 inh, SENP7 inh, HKDC1 inh
CCOC(=O)c1cnc(SCC(=O)Nc2cccc(OC)c2)nc1N
→ 13.7, 5.1, 2.4, 2.9, 5.2, 21.7, -0.2, -0.9, -2.6
O=[N+]([O-])c1ccc2nc(N3CCCC3)sc2c1
→ -18.3, 9.3, 24.2, -1.2, 16.4, 27.3, -9.8, 43.8, -4.7
Cc1cc(C)c(C(=O)NC2CC(C)(C)Cc3c2cnn3-c2cccc(F)c2)[nH]1 (stereo not drawn)
→ 0.6, -7.8, 2.3, -2.2, 6.5, 4.1, -2.1, -3.6, 3.3
CCC(C(=O)NC1CCCC1)N(Cc1ccco1)C(=O)CNS(=O)(=O)c1ccccc1 (stereo not drawn)
→ -4.6, 18.1, -8.9, -1.1, -13.7, -10.5, 2.2, -3.2, -4.5
C=CC[C@@H](CC(=O)N[C@H](CO)Cc1ccccc1)C(=O)N[C@H](COC(=O)[C@@H](CC=C)Cc1ccc(F)cc1)Cc1ccccc1
→ -1.7, 7.9, -4.2, -1.8, 12.3, 3.9, 2.4, 4.1, -4.5
COc1nnc(OC)c2ccccc12
→ 4.8, 8.5, 6.0, -2.7, -9.0, -8.8, 0.7, 11.2, 10.3
COc1cccc(Cn2c(=S)[nH]c3ccc(N4CCOCC4)cc3c2=O)c1
→ 34.1, -284.7, -11.6, -3.4, 6.6, -2.1, -46.4, -4.1, 1.6
O=C(C1CCC(=O)N1Cc1cccnc1)N1CCN(c2ccc(F)cc2)CC1 (stereo not drawn)
→ -4.9, 23.4, 2.3, 10.2, 2.6, -4.0, 1.4, -1.2, -4.8
CS(=O)(=O)N(CC(N)=O)c1cccc(Br)c1
→ -3.1, 17.0, -2.4, 2.4, 14.4, 11.1, 1.9, -7.7, -5.5
CCN(CC)S(=O)(=O)c1cccc(-c2nnc(SCC(=O)c3cc(C)n(C)c3C)o2)c1
→ 1.4, -54.6, -1.7, 11.7*, -0.2, -15.4, -0.6, -0.4, 5.7
CCC(=O)Nc1ccc(NC(=S)NC(=O)c2oc3ccccc3c2C)cc1
→ -8.3, 31.1, 3.0, 0.0, -24.7, -4.4, 1.4, -0.3, 4.1
CCCS(=O)(=O)NCCc1cc2c(OC)ccc(OC)c2[nH]c1=O
→ 1.1, -172.5, 7.8, -1.7, 8.7, -2.5, 2.7, 4.0, 4.2
CCOc1c(Cl)cc(CNc2ccc(S(N)(=O)=O)cc2)cc1OC
→ -1.6, 3.6, -6.8, -2.3, 3.2, -7.6, 1.6, 4.3, -4.1
COc1cccc(OC)c1OCCCCN1CCCC1
→ 4.6, 16.2, 1.8, 4.8, 1.4, -13.0, 0.9, -13.8, 0.0
C=CCn1c(=N)c(C(=O)NCCCOC)cc2c(=O)n3cc(C)ccc3nc21
→ -4.6, -309.8, -3.3, -2.6, -11.0, -0.3, -23.8, -1.4, -3.5
Cc1cccc(C)c1-n1c(C)nn(CC2CC2)c1=O
→ 3.8, 17.8, 7.3, -3.0, -2.3, -13.6, 1.2, -9.8, 0.3
Cc1ccccc1C(=O)NC1CC(C)(C)NC(C)(C)C1
→ 10.7, 11.2, 1.3, 1.2, 1.1, -2.9, 2.1, 1.5, -5.9
O=C(CN1C(=O)c2ccccc2C1=O)NNC1=NS(=O)(=O)c2ccccc21
→ 10.1, -0.5, -2.5, 1.4, 0.2, -23.8, 1.0, 8.9, -4.1
CC(=O)N(C)c1ccc(NC(=O)Cc2cccc3ccccc23)cc1
→ -0.2, 19.5, -4.0, -1.6, -4.8, 1.4, 1.7, 1.8, 0.8
N#C/C(=C\c1ccc[nH]1)C(=O)Nc1ccccc1[N+](=O)[O-]
→ -15.7, 21.6, -0.2, -0.9, -2.0, 11.1, -17.3, 36.7, 7.0
Cc1oc(-c2ccc(Cl)cc2)nc1CN1CCC(C(=O)NCc2cccnc2)CC1
→ 7.7, 18.1, 4.1, 1.2, -2.5, -3.7, -3.5, 4.0, -1.6
O=C(COc1cccc(-n2cnnn2)c1)NC1CCCCC1
→ 1.3, 9.3, 3.7, -4.5, -8.2, -3.7, 1.8, -1.7, -2.8
N#Cc1ccc(CSc2ccccn2)c(Cl)c1
→ 4.5, 7.5, -4.5, 0.1, -0.8, -30.5, -0.2, 1.0, 5.5
c1ccc2c(-n3cccn3)cccc2c1
→ 8.4, 16.6, -12.5, -1.3, -6.6, 15.3, -1.3, -10.0, -7.6
COc1cccc2oc(CCc3ccccc3)cc(=O)c12
→ ·, -110.0, ·, ·, 8.1, ·, -3.4, ·, 4.3
COc1ccc(C(=O)CN2CCN(CCN3C(=O)c4cccc5cccc(c45)C3=O)CC2)cc1
→ 3.8, -139.8, 4.1, -4.7, -0.4, 13.9, -5.7, -3.5, -13.0
CNC(=O)c1c(NC(=O)CCS(=O)(=O)c2ccccc2)sc2c1CCN(C(=O)OC)C2
→ -4.9, -61.1, 7.2, 1.4, -1.3, -9.2, -36.0, -6.6, 4.4
CCOc1cccc(Nc2ccc([N+](=O)[O-])cn2)c1
→ -10.9, 9.6, -11.3, 0.6, 8.3, -1.7, -1.2, 1.2, -0.8
CCN(CC)C(=O)Cn1c(=O)n(-c2ccc(CC(=O)NCc3ccccc3)cc2)c(=O)c2sccc21
→ 6.3, 19.3, 1.8, -1.1, -10.3, -9.7, 1.1, 1.5, -6.3
COC(=O)c1cc(OC)c(OC)cc1NC(=O)C1CCC(=O)N1S(=O)(=O)c1ccc(C)cc1 (stereo not drawn)
→ 4.0, -148.1, 0.2, -0.3, 1.6, -6.4, 2.2, 8.5, -0.4
CC[C@H](C)[C@H]1CNC(=O)C(=O)N1CC1CCN(CC2CCC(C)CC2)CC1 (stereo partly drawn)
→ ·, 6.8, ·, ·, 4.1, ·, -2.9, ·, -6.9
Cc1ccccc1-n1nc2c(c1NC(=O)C1CCCC1)CS(=O)(=O)C2
→ -5.4, 2.0, -3.0, 1.0, -14.9, -14.6, -1.1, 8.5, 4.8
COc1ccccc1-c1nnc(NC(=O)CCS(=O)(=O)c2ccccc2)o1
→ -5.2, -8.4, 1.3, -5.7, -2.0, 9.6, 1.0, 0.4, -5.3
COc1ccc(CC(=O)OCC(=O)Nc2c(C)n(C)n(-c3ccccc3)c2=O)cc1
→ 4.8, 16.1, -2.2, -3.3, -7.8, 9.4, 5.0, 10.9, -3.5
Cn1ccc(C(=O)Oc2ccc(C(=O)Nc3ccc(F)cc3F)cc2)n1
→ -6.7, -12.2, 11.2, -3.9, 5.0, 20.2, 0.6, 11.6, -8.2
COc1ccc(CN(C)C(=O)c2cccc(C(=O)N(C)Cc3ccc(OC)cc3)c2)cc1
→ -2.0, 20.6, -13.1, -3.6, -6.9, -36.4, 1.8, -8.4, -7.2
CCNC(=O)CN(c1ccc(Cl)cc1)S(=O)(=O)c1ccccc1
→ -11.8, -0.6, -10.2, -1.9, -10.3, 3.1, -0.8, -6.0, -1.3
CCn1c(SCC(=O)NC2CCCCC2)nnc1-c1cccnc1
→ 10.0, 2.8, -2.9, -6.3, 5.7, 12.5, 1.7, -6.9, -2.0
Cc1cc2cc(CNC(=O)CC(C)C)ccc2n1C
→ 6.1, -40.8, -5.8, -2.4, 21.7, -13.4, -8.3, 4.8, 0.4
O=C(CSc1nc2c(sc3ccccc32)c(=O)n1Cc1ccco1)NCC1CCCO1 (stereo not drawn)
→ 6.0, -30.5, 4.1, 0.1, 11.0, 3.8, -1.1, 11.7, 2.2
COc1ccc(CCNC(=O)COC(=O)/C=C/c2cccc(F)c2)cc1
→ 7.0, -1.3, 2.6, 2.8, 18.9, -8.8, 3.7, 1.7, -1.7
COc1ccc(N2CCN(C(=O)Cc3nn(C)c(=O)c4ccccc34)CC2)cc1
→ -4.5, 10.1, -7.6, -2.2, 18.7, 0.5, -0.5, -12.7, -4.1
COc1ccc(NC(=O)CCC(=O)c2cccs2)cc1S(=O)(=O)Nc1ccc(Cl)cc1
→ 8.0, 18.8, -2.0, 0.0, 4.8, -10.8, -3.6, 3.3, -1.4
CCCN1CCC(=O)N([C@H](CSc2ccc(Br)cc2)Cc2ccccc2)CC1
→ 30.5, 17.2, 0.6, -7.6, 7.5, -2.7, -0.1, 0.5, 6.4
Cc1ccc(-c2ccnc(-c3ccc(O)cc3)n2)cc1
→ 0.4, 7.6, -6.6, -2.3, 18.6, 2.8, -0.5, -11.6, -1.1
CC(OC(=O)C1=COCCO1)C(=O)Nc1ccc(Oc2ccccc2)cc1 (stereo not drawn)
→ 2.0, 7.6, 0.1, 0.0, 13.9, -3.7, -0.8, 6.0, -0.9
CCOC(=O)c1[nH]c(C)c(C(=O)N(C)Cc2ccccc2)c1C
→ 0.8, 27.3, 6.0, -2.1, -5.0, 11.5, 1.7, 8.9, -11.1
Cn1c(=O)[nH]c(=O)c2c1nc(N1CCCCC1)n2C/C=N/NC(=O)c1cc(Br)ccc1O
→ 5.2, -433.7, -2.3, -0.1, -4.7, -2.5, -1.0, -1.7, -5.6
O=C(CCc1nc2ccccc2c(=O)[nH]1)NCc1ccco1
→ 13.4, 3.3, 2.0, -3.2, -18.9, -3.8, 2.5, 2.2, -3.5
CC(NC(=O)C1CCN(S(=O)(=O)c2ccc(Br)s2)CC1)c1ccccc1 (stereo not drawn)
→ -2.4, 0.1, -6.0, 0.0, 17.1, -9.5, 2.0, -4.8, -4.7

(listing goes on)
Sequence of screens – UBC13 polyUb, SENP8 block-1, SENP8 block-2, beta cell repl, PfGluPho inh, SENP6 inh, SENP1 inh, SENP7 inh, HKDC1 inh
CCOc1cc(/C=N/NC(=O)c2cccnc2)ccc1O
→ -5.4, 9.6, -2.0, -1.2, 3.9, 7.6, 1.4, 0.9, -4.8
CN1CCN(C(=O)CSc2nc3ccc(NC(=O)c4ccccc4F)cc3s2)CC1
→ 5.8, 4.6, 0.8, -1.9, 23.3, 5.6, -0.6, -0.1, 2.1
Cc1cc(C)n(-c2ccc(C(=O)OCn3nnc4ccccc4c3=O)cc2)n1
→ -3.2, 14.0, -2.3, 0.3, 25.2, -12.6, 2.0, -1.1, 0.8
CN(CC(=O)Nc1ccc(Cl)cc1)CC(=O)Nc1cccc2ccccc12
→ 10.1, -3.3, -2.4, -5.9, 1.9, -3.0, 0.0, -3.2, 6.6
O=C(Nc1nnc(COc2ccccc2)s1)c1ccco1
→ 5.9, 6.0, 7.1, -0.9, -28.5, -7.2, 0.6, 4.3, 1.4
O=C(Nc1ccccc1C(=O)Nc1ccccn1)c1ccccc1F
→ 3.9, 5.6, -4.0, -2.3, -10.3, 7.3, 10.2, -4.6, 4.9
Cc1cc(C)cc(NC(=O)C2CCN(C(=O)[C@@H]3Cc4ccccc4CN3)CC2)c1
→ 5.6, 18.4, -1.1, -1.8, 5.2, -8.3, -0.9, -0.2, -6.3
CCN(CC)CCNC(CC(=O)Nc1ccc(Cl)cc1Cl)C(=O)O (stereo not drawn)
→ 1.0, 26.2, -6.5, -1.0, -3.8, -30.7, 0.3, 13.4, -0.9
